# GSK3 alpha inh: blockers of GSK3A enzyme activity – biochemical, luminescence, cell-free homogeneous, HTS, primary screen. inhibition, % at 10 µM. actives 0.1% (n = 320,000). GSK-3 alpha kinase, ADP-Glo luminescence, 60 min. Glycogen synthase kinase-3 alpha (Homo sapiens), P49840;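 in the data active = inhibition above about 50%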;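 also: GST-tagged GSK-3 alpha with peptide substrate and 25 µM ATP; 0% = DMSO neutral wells and 100% = GW8510 positive control wells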
# Target sequence (P49840 whole entry, looked up): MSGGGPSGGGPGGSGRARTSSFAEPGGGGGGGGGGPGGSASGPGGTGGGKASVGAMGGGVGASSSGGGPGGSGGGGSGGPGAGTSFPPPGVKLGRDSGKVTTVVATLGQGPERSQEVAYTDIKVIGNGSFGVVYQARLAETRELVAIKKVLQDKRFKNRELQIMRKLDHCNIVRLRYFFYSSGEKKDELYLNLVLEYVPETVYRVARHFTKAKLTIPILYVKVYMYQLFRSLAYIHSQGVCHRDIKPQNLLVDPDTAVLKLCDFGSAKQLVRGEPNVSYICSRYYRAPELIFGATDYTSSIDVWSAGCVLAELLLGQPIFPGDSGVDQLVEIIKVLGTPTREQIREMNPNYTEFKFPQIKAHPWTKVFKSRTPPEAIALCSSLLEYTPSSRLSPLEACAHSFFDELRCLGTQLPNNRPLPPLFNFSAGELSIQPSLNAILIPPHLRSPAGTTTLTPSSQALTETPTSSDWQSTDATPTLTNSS
# HSP90 inh: HSP90 inhibitors, primary screen, cell lysate, luminescence; actives 0.91% (n = 290,000); Rabbit reticulocyte lysate, luciferase refolding luminescence, 3 h; Heat shock protein HSP 90 (rabbit reticulocyte lysate; luciferase refolding); inhibition, % at 5.6 µM;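 active = inhibition above the screen-wide mean plus 3 SD, computed separately per campaign, cut at about 16% in these data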;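 also: 0% = DMSO wells and 100% = 60 µM geldanamycin wells; inhibitors lower the luminescence because luciferase stays unfolded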
# HDAC3 inhib: HDAC3 deacetylase inhibitors, primary screen, biochemical, fluorescence, cell-free homogeneous; recombinant HDAC3, fluorogenic peptide/trypsin coupled; AID 2718, 2010; actives 0.15% (n = 320,000); inhibition, % at 8.3 µM; in the data active = inhibition above about 26%, passing the limit was not always enough; inconclusive = no clear call, values can overlap the other calls
# Platelet DG rel: inhibitors of platelet dense granule secretion, primary screen, cell-based, MLPCN, human platelets; human platelet-rich plasma, SFLLRN dense granule ATP release, luminescence; inhibition, %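 (compounds screened at 7.5 µM in platelet-rich plasma)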; actives 0.22% (n = 300,000); AID 1663, 2009;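 active = mean replicate score, as percent of positive control, at or above 50; inconclusive = mean below 50 but at least one replicate at or above 50; inactive = mean and every replicate below 50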
# GSK3beta inhib: human GSK3beta kinase inhibitors, primary screen, biochemical, cell-free homogeneous, HTS | GST-GSK3beta kinase, ADP-Glo luminescence, 60 min; stronger effect = lower value | activity score (negative = inhibition), % at 10 µM | actives 0.038% (n = 300,000) | AID 2097, 2009;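 active = more than half of replicate wells score below -50%, meaning over 50% inhibition versus plate controls; inconclusive = some replicates but at most half score below -50%; inactive = no replicate scores below -50%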;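 also: 0% = median DMSO wells and -100% = median GW8510 positive control wells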
# Target sequence (P49841 whole entry, looked up): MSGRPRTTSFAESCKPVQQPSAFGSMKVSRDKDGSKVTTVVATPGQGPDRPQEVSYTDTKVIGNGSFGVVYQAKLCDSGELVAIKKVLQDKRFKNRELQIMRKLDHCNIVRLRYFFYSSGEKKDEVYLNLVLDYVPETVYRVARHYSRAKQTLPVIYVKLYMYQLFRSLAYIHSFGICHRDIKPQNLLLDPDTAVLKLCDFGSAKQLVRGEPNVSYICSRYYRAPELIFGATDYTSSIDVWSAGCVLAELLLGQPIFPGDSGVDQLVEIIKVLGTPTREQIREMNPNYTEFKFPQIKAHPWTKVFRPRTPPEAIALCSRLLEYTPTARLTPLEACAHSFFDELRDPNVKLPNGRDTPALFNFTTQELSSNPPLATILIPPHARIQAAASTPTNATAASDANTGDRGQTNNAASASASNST
#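 test system = GST-tagged human GSK3beta kinase, cell-free | reagent = 25 µM ATP with peptide substrate | dosing = one dose of 10 µM per compound | schedule = 60 min reaction, RT | detection = luminescent ADP-Glo measurement of ADP formed | control set = DMSO neutral wells and GW8510 at 20 µM as positive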
# Dyrk1A ADPGlo: rat Dyrk1A kinase inhibitors, primary screen, biochemical, single point, plate reader; Dual specificity tyrosine-phosphorylation-regulated kinase 1A (Rattus norvegicus), Q63470; actives 0.43% (n = 310,000); ADP-Glo luminescence, NFATc1 peptide; inhibition, % at 12.5 µM; in the data active = inhibition above about 50%;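 also: plate controls were vehicle with enzyme for no effect and no enzyme for full effect; many of its hits are not listed in these tables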
# PolyA inhibitor: polyadenylation inhibitors in yeast reporter cells, primary screen, luminescence, S. cerevisiae | S. cerevisiae SKY197-pL101 polyadenylation reporter, beta-gal luminescence; efflux-impaired pdr1/pdr3 knockout yeast; score 100 = 6 SD above DMSO | calls only at 12 µM | actives 0.02% (n = 300,000) | AID 1875, 2009;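 active = lowest replicate activity score at least 50, where 100 means six control SD above control mean; inconclusive = lowest score under 50 but half or more replicates reach 50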;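 also: yeast exposed to compound for 9 h at 30 °C; higher score means more reporter readthrough which indicates perturbed polyadenylation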
# AI-2 QS mod: Vibrio harveyi AI-2 quorum sensing modulators, primary screen, JMH597 strain, luminescence/OD600 ratio; activity change, % at 7.5 µM; actives 0.4% (n = 300,000); Vibrio harveyi JMH597 AI-2 luminescence/OD600 ratio, 9 h; stronger effect = lower value; strain lacks LuxN and CqsS sensors; 0 = neutral-control median; AID 2094, 2009; in the data active = activity change below about -75%, passing the limit was not always enough; inconclusive = no clear call, values can overlap the other calls;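 also: luminescence divided by OD600 gain over 9 h not by final OD600 alone; inactives centre near 13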
# HSF1 activator: HSF-1 activators, primary screen, NIH3T3-HGL cells, MG132 stress, luminescence, single point; NIH3T3-HGL HSF-1 luciferase reporter, 8 h; 100% = twice DMSO control signal; activation, % at 9 µM; actives 1.7% (n = 300,000);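 active = mean replicate activation of at least 50% with a set share of replicates each reaching 50%; inconclusive = only one of those two conditions met; inactive = mean below 50% and too few replicates reaching it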;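 also: 0% = median of the neutral control wells and 100% = twice that signal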
# HSF1 inh: HSF1 inhibitors in luciferase reporter cells, primary screen, cell-based, NIH3T3, luminescence | actives 0.77% (n = 300,000) | AID 2098, 2009 | activity change, negative = inhibition, % at 7.5 µM (by protocol) | NIH3T3-HGL HSE-luciferase, MG132-induced, luminescence 8 h; stronger effect = lower value;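 active = more than half of replicate wells show activity change below -50%, luminescence cut by over half; inconclusive = some wells, but at most half, below -50%; inactive = no replicate well below -50%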;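 also: luciferase reports HSF-1 transcriptional activity via heat shock element; 0% = median of DMSO wells and -100% = zero luminescence signal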
# Numbers without * were called inactive; i = inactive; ? = inconclusive; . = no result given. An excerpt; rates above refer to the full screens.
SMILES,GSK3 alpha inh,HSP90 inh,HDAC3 inhib,Platelet DG rel,GSK3beta inhib,Dyrk1A ADPGlo,PolyA inhibitor,AI-2 QS mod,HSF1 activator,HSF1 inh
COc1ccc(NC2=C(C)C(=O)CC2)cc1,-3,0,-2,-14,1,4,i,13,43,24
CC(=O)Oc1ccccc1C(=O)Nc1ncc([N+](=O)[O-])s1,3,10,0,18,-4,.,i,-29,36,26
CCOc1ccccc1Oc1cn[nH]c1-c1ccc(O)cc1O,1,2,0,-2,3,18,i,-10,-5,-4
C=CCN(C(=O)Nc1ccc2c(c1)nc(C)n2C)c1ccccc1,.,3,-7,4,2,4,i,7,-6,0
Cc1ccccc1NC(=O)c1ccno1,1,-1,6,3,0,0,i,16,3,1
COc1ccc(OCc2ccc(-c3nc4ccccc4c(=O)n3N)o2)cc1,-2,1,-1,8,-3,1,i,7,41,10
c1ccc(CSc2snnc2-c2ccccc2)cc1,.,2,12,-5,-8,1,i,15,42,21
COc1cccc(/C=C(/C(=O)OCC(N)=O)c2ccccc2)c1,2,3,4,-14,-2,10,i,-4,-6,-4
Cc1cccc(NC(=O)CNC(=O)c2sc3ccccc3c2Cl)n1,0,.,-14,9,2,11,i,0,7,6
O=C1CC(N2CCC(O)CC2)C(=O)N1c1ccc(Br)cc1 (centres undefined),-5,2,1,1,2,-3,i,37,-2,-3
Cn1c(=NC(=O)C2CC2)sc2cccc(F)c21,-1,0,5,-5,-2,2,i,32,-10,4
COc1ccc(OCCSc2nnc(-c3ccoc3C)n2C)cc1,0,3,-1,5,4,-1,i,14,25,5
CCOc1ccc(C2NC(=O)NC(C)=C2C(=O)OCc2ccccc2)cc1 (centres undefined),0,-4,-4,-9,-2,-5,i,13,16,-7
COc1cc(OC)c(C2CC(=O)N3CN(c4ccc(C)cc4)CSC3=C2C#N)cc1OC (centres undefined),7,-4,-6,1,3,-1,i,-2,16,3
CC(=O)Nc1cccc(C(=O)/C=C/c2ccco2)c1,-1,1,3,10,2,.,i,12,1,-1
O=C(C[n+]1cc(-c2ccccc2)n2c1CCC2)N1c2ccccc2Sc2ccccc21,2,1,-6,-3,-1,-2,i,12,15,-2
CCOc1cccc(C(=O)NC(=S)NCc2cccnc2)c1,0,-3,1,5,5,5,i,-2,7,-9
CCOC(=O)N1CCN(C(=S)NC(C)(C)C)CC1,-2,-1,5,7,3,.,i,3,-8,-6
Cc1ccccc1S(=O)(=O)Cc1ccc(C(=O)NCc2ccco2)o1,1,1,-5,-2,-2,-3,i,11,-26,-3
Cc1cccc(NC(=O)C2CCN(C(=O)N3CCOc4ccccc43)CC2)c1C,3,2,-2,-2,-3,7,i,-5,-9,5
O=C(NCCNC(=O)c1ccccc1F)c1ccco1,-1,-1,1,5,1,1,i,-6,-4,-7
COc1cc(OC)c(NS(=O)(=O)c2cccc(C(=O)OCC(=O)NCC3CCCO3)c2)cc1Cl (centres undefined),-2,-2,-2,7,-4,-3,i,26,1,0
C=CCn1c(C)cc(C(=O)CN2C(=O)c3ccccc3C2=O)c1C,-2,0,?,7,2,-1,i,30,22,8
O=C(NCc1cccc(F)c1)C1CCC(=O)N(CCc2cccc(F)c2)C1 (centres undefined),0,1,1,11,-1,1,i,1,-11,-2
CCCCn1nc(CC(=O)NCCN(CC)CC)c2ccccc2c1=O,-7,3,1,-10,-4,1,i,10,23,1
COC(=O)c1ccc(CN2CCC(CO)(Cc3ccccc3Cl)CC2)cc1,-3,0,3,1,0,-2,i,29,-3,2
Cc1ccc2nc3c(c(N)c2c1)CCN3c1ccccc1,4,2,-53,1,3,8,i,14,-38,-19
CCOC(=O)N1CCN(C(=O)c2cccc(F)c2)CC1,-2,-2,3,-2,0,-76,i,13,9,-2
CCOc1ccc(OCC)c(C2C(C#N)=C(N)N(c3cccnc3)C3=C2C(=O)CC(C)(C)C3)c1 (centres undefined),-3,-1,2,0,1,3,i,-8,21,7
COc1ccccc1NC(=O)CSc1nnc(COc2ccccc2C)o1,-3,4,3,-2,4,0,i,18,-2,7

# Nothing new here: 9 of the compounds above.
SMILES,GSK3 alpha inh,HSP90 inh,HDAC3 inhib,Platelet DG rel,GSK3beta inhib,Dyrk1A ADPGlo,PolyA inhibitor,AI-2 QS mod,HSF1 activator,HSF1 inh
O=C(C[n+]1cc(-c2ccccc2)n2c1CCC2)N1c2ccccc2Sc2ccccc21,2,1,-6,-3,-1,-2,i,12,15,-2
CCOc1cccc(C(=O)NC(=S)NCc2cccnc2)c1,0,-3,1,5,5,5,i,-2,7,-9
CCOC(=O)N1CCN(C(=S)NC(C)(C)C)CC1,-2,-1,5,7,3,.,i,3,-8,-6
Cc1ccccc1S(=O)(=O)Cc1ccc(C(=O)NCc2ccco2)o1,1,1,-5,-2,-2,-3,i,11,-26,-3
Cc1cccc(NC(=O)C2CCN(C(=O)N3CCOc4ccccc43)CC2)c1C,3,2,-2,-2,-3,7,i,-5,-9,5
O=C(NCCNC(=O)c1ccccc1F)c1ccco1,-1,-1,1,5,1,1,i,-6,-4,-7
COc1cc(OC)c(NS(=O)(=O)c2cccc(C(=O)OCC(=O)NCC3CCCO3)c2)cc1Cl (centres undefined),-2,-2,-2,7,-4,-3,i,26,1,0
C=CCn1c(C)cc(C(=O)CN2C(=O)c3ccccc3C2=O)c1C,-2,0,?,7,2,-1,i,30,22,8
O=C(NCc1cccc(F)c1)C1CCC(=O)N(CCc2cccc(F)c2)C1 (centres undefined),0,1,1,11,-1,1,i,1,-11,-2

# Later entries.
SMILES,GSK3 alpha inh,HSP90 inh,HDAC3 inhib,Platelet DG rel,GSK3beta inhib,Dyrk1A ADPGlo,PolyA inhibitor,AI-2 QS mod,HSF1 activator,HSF1 inh
Cc1csc2ncnc(N3CCN(C(=S)Nc4ccc(F)cc4F)CC3)c12,-2,3,8,11,-1,.,i,3,8,6
O=C(CSCc1ccccc1)Nc1ccc(F)cc1F,-4,-1,4,3,0,-10,i,7,8,5
N#Cc1ccccc1CN1C(=O)NC2(CCCCCC2)C1=O,0,1,7,6,-1,.,i,11,0,-2
COc1ccc(CCC(=O)NCCNC(=O)CCc2ccc(OC)cc2)cc1,.,-2,5,-12,-25,-1,i,3,-12,-2
CN1C(=O)/C(=C/c2ccc(-c3ccccc3[N+](=O)[O-])o2)SC1=Nc1ccc(Cl)c(C(=O)O)c1,7,4,4,10,2,5,i,28,-11,-12
CCc1ccc(C2=NNC(=Nc3c(C)n(C)n(-c4ccccc4)c3=O)SC2)cc1,2,4,9,1,-1,0,i,19,18,13
CCCCCNC(=O)c1ccc2c(c1)ncn2-c1ccc(OC)cc1,-1,6,4,1,-2,22,i,40,-9,5
O=C(CSc1nnc(-c2ccco2)n1CC1CCCO1)NC1CCCC1 (centres undefined),-2,3,?,-1,-2,4,i,17,-3,3
CCN(CC)S(=O)(=O)c1ccc(NC(=O)C2CCCN(C(=O)c3ccc(Cl)cc3)C2)cc1 (centres undefined),-2,-3,3,0,1,-5,i,1,-4,0
O=C(CSc1n[nH]c(-c2ccccc2O)n1)N1CCOCC1,-2,-2,-1,1,4,-1,i,29,-5,0
COCCn1c(SCC(=O)N2CCCC(C)C2)nnc1-c1ccco1 (centres undefined),0,-2,-10,-4,1,-3,i,8,-29,-15
O=C(CCCN1C(=O)c2ccccc2C1=O)Nc1nc2ccccc2[nH]1,-1,-5,-10,-18,0,8,i,3,-23,-5
Cc1cc(C(=O)N/N=C/c2c(C)nn(-c3ccccc3)c2C)c(C)o1,-3,0,5,24,-9,0,i,-17,1,-2
CCOC(=O)c1ccc(S(=O)(=O)N2CCN(C3CCCC3)CC2)cc1,-1,-5,1,-2,3,0,i,4,4,5
COC(=O)[C@H](Cc1ccccc1)NC(=O)O[C@H]1C(=O)c2ccc(OC)cc2O[C@@H]1c1ccc2c(c1)OCO2,-3,-2,0,4,-1,.,i,2,22,9

# Whole records as entered above. Values in the order: GSK3 alpha inh	HSP90 inh	HDAC3 inhib	Platelet DG rel	GSK3beta inhib	Dyrk1A ADPGlo	PolyA inhibitor	AI-2 QS mod	HSF1 activator	HSF1 inh
# Entry for CCCCCNC(=O)c1ccc2c(c1)ncn2-c1ccc(OC)cc1 : -1	6	4	1	-2	22	i	40	-9	5
# Entry for O=C(CSc1n[nH]c(-c2ccccc2O)n1)N1CCOCC1 : -2	-2	-1	1	4	-1	i	29	-5	0

# New compounds follow:
SMILES,GSK3 alpha inh,HSP90 inh,HDAC3 inhib,Platelet DG rel,GSK3beta inhib,Dyrk1A ADPGlo,PolyA inhibitor,AI-2 QS mod,HSF1 activator,HSF1 inh
CCN(CC)c1nc(Oc2ccc(=O)[nH]n2)nc(N2CCOCC2)n1,-1,-4,-3,-2,-4,-4,.,14,14,2
C=C(C)c1cccc(C(C)(C)NC(=O)NCc2cccnc2)c1,0,-4,4,.,3,.,.,1,.,.
COc1ccc(/C=N\NC(=O)c2ccccc2Cl)cc1COc1c(F)c(F)c(F)c(F)c1F,-2,0,-3,21,-1,3,i,33,5,6
O=C(NNS(=O)(=O)c1ccc(F)cc1)c1cnccn1,-2,-4,4,-4,1,-6,i,12,14,5
COc1ccc(C(=O)N2CCN=C2SCc2cccnc2)cc1OC,1,-3,-1,16,-1,-2,i,20,-75,-66*
CC(C)(C)c1ccc(S(=O)(=O)NCc2ccc(C(=O)NCc3ccccn3)cc2)cc1,-1,3,0,-4,-1,-3,i,24,5,-4
CC1CC(C)CN(C(=O)CN2C(=O)NC(C)(C)C2=O)C1 (centres undefined),-1,.,-3,-9,4,2,i,15,-5,-2
CC(Oc1ccccc1)C(=O)Nc1ccc(S(=O)(=O)N2CCOCC2)cc1 (centres undefined),-9,-2,-1,-4,-1,.,i,23,6,2
O=C(NC1CC1)c1ccc2snnc2c1,-2,0,3,4,-3,0,i,15,-4,-7
CCCCCCCC(=O)N/N=C/c1ccc(Br)cc1,0,-1,4,7,1,-3,.,2,34,7
CCOC(=O)COc1ccc(S(=O)(=O)N2CCN(c3ccc(F)cc3)CC2)cc1,2,1,?,-4,0,1,i,19,24,6
